Screens (PubChem)
TRPC6 inhibitor = mouse TRPC6 channel inhibitors, primary screen, cell-based, HEK293, membrane potential dye. AID 2553, 2010. B-score at 10 µM. 1.1% of 310,000 active. ACh-evoked depolarization; active compounds read low;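 active = B-score under library mean minus 3 SD, initial fluorescence not abnormally high, positive integrated signal ratio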;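 also: B-score derived from integrated fluorescence ratio over the kinetic read; more negative B-score means stronger inhibition of depolarization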
Target sequence (Q61143 whole entry, looked up): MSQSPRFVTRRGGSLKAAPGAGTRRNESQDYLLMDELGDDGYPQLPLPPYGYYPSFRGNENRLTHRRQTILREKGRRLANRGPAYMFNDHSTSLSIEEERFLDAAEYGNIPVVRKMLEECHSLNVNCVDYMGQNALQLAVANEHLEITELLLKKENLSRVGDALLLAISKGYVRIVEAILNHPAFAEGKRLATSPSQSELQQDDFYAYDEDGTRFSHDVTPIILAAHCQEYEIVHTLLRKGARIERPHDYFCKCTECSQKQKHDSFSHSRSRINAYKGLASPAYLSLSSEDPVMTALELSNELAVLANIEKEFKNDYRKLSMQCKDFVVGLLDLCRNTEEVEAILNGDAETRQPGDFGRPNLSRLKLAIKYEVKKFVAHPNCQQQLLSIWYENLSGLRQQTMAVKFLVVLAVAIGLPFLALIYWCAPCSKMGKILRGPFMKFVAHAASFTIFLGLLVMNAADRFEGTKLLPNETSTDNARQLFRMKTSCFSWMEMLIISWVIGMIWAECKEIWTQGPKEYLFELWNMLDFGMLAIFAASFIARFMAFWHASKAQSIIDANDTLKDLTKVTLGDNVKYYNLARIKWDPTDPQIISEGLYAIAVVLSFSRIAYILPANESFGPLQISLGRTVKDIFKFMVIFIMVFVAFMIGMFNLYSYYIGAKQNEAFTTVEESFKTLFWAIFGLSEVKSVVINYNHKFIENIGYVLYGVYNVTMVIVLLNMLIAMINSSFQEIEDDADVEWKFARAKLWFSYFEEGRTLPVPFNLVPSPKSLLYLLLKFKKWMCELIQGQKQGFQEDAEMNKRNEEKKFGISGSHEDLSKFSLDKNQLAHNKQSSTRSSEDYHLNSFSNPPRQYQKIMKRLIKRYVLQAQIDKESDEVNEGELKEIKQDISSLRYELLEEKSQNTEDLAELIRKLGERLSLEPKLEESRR
TRPC6 act = mouse TRPC6 channel activators, primary screen, cell-based, HEK293, membrane potential dye. AID 2550, 2010. Short transient receptor potential channel 6 (Mus musculus), Q61143. B-score at 10 µM. 0.13% of 310,000 active. HEK293-TRPC6 membrane potential dye fluorescence; active compounds read high;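 active = B-score of the integrated fluorescence ratio above library mean plus 3 SD, and starting fluorescence ratio within library mean plus 5 SD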;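 also: higher score means more depolarization so channel activation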
TRPC4 agonist = activators of mouse TRPC4 channel, primary screen, Fluo4 calcium, HEK293 TRPC4beta/mu-opioid cells; Short transient receptor potential channel 4 (Mus musculus), Q9QUQ5; Fluo4 calcium fluorescence; active compounds read high; B-score at 10 µM; 0.49% of 310,000 active; AID 2237, 2010;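 active = B-score above 5 SD of library B-scores, and initial fluorescence ratio not above library mean plus 5 SD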;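 also: positive B-score marks a calcium rise read as TRPC4 activation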
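Material: HEK293 stable line with TRPC4beta plus mu-opioid receptor; technique: Fluo4 calcium-sensitive dye fluorescence, kinetic, 1 Hz baseline; timing: Fluo4 dye loading 45 min at room temperature, 110 s recording; controls: assay buffer as low control, maximal DAMGO as high control; read-out: integrated baseline-normalised fluorescence ratio, converted to per-well B score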
MrgX1 PAM = positive allosteric modulators of MrgX1, primary screen, HEK293 cells, Fluo-4 calcium flux | B-score at 10 µM | Mas-related G-protein coupled receptor member X1 (Homo sapiens), Q96LB2 | 0.63% of 310,000 active | FDSS; active compounds read high | AID 588675, 2011;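 active = plate-corrected calcium response at least 3 library SD above typical, normal starting fluorescence, not activating the receptor alone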;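 also: compound read alongside a low EC10 to EC30 dose of BAM8-22 agonist; peak minus trough fluorescence over baseline measured at the second addition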
MrgX1 ag = agonists of human MrgX1 receptor, primary screen, HEK293 cells, Fluo-4 calcium flux | 0.44% of 310,000 active | AID 588627, 2011 | B-score at 10 µM | Fluo-4 calcium fluorescence, agonist mode; active compounds read high;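 active = calcium response B-score plate-corrected fluorescence ratio at least 3 library SD, with starting fluorescence B-score inside 5 SD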
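Material: MrgX1-expressing HEK293 cells / Dosing: compound as first of three additions / Incubation: overnight seeding, then 1 h dark dye loading / Signal: Fluo-4 NW calcium fluorescence / Evaluation: B-scored fluorescence response ratio / Benchmarks: positive and negative control wells on each plate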
HIF activator = HIF pathway transcriptional activators, primary screen, cell-based, U2OS HRE-luciferase, luminescence; AID 1910, 2009; U2OS HRE-luciferase reporter; normalized: DMSO 0%, desferrioxamine 100%; 0.32% of 300,000 active; activation, % at 7.5 µM (by protocol);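 active = mean activation of at least 10% of the iron chelator positive control signal, with at least half of replicates also reaching 10%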
TRPC4 inh = inhibitors of mouse TRPC4 channel, primary screen, Fluo4 calcium, HEK293 TRPC4beta/mu-opioid cells; Short transient receptor potential channel 4 (Mus musculus), Q9QUQ5; DAMGO-evoked Fluo4 calcium flux; active compounds read low; B-score at 10 µM; 0.39% of 300,000 active;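 active = B-score over 3 SD under the library average, no early fluorescence shift, positive overall ratio signal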
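Assay system: TRPC4beta/mu-opioid receptor HEK293 cell line; compound dosing: single concentration per test compound; detection: Fluo4 Ca2+ flux fluorescence; evaluation: per-well B score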
AI-2 QS modul = Vibrio harveyi AI-2 quorum sensing modulators, primary screen, JMH597 strain, luminescence/OD600 ratio; Vibrio harveyi JMH597 AI-2 luminescence/OD600 ratio, 9 h; active compounds read low; strain lacks LuxN and CqsS sensors; 0 = neutral-control median; activity change, % at 7.5 µM; 0.4% of 300,000 active; AID 2094, 2009; in the data active = activity change below about -75%, passing the limit was not always enough;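 also: luminescence divided by OD600 gain over 9 h not by final OD600 alone; inactives centre near 13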
MrgX1 antag = antagonists of human MrgX1 receptor, primary screen, HEK293 cells, Fluo-4 calcium flux; Mas-related G-protein coupled receptor member X1 (Homo sapiens), Q96LB2; BAM8-22 antagonism; active compounds read low; B-score at 10 µM; 1.3% of 310,000 active;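 active = calcium-response B-score plate-corrected more than 3 library SD below zero, starting fluorescence within 5 deviations, no agonist response on first addition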;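 also: peak minus trough fluorescence over baseline after final BAM8-22 challenge near maximal dose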
TRPC4 PAM = positive allosteric modulators of TRPC4, primary screen, cell-based, mouse TRPC4beta, HEK293 mu-opioid, Fluo-4 calcium | Short transient receptor potential channel 4 (Mus musculus), Q9QUQ5 | DAMGO EC20, Fluo-4 Ca2+ flux; active compounds read high | B-score at 10 µM | 0.42% of 310,000 active | AID 2227, 2009;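 active = B-score of calcium response area above 5 SD of library B-scores, with initial fluorescence ratio within 5 SD of library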;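 also: B-score of integrated fluorescence ratio over time as area under calcium response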
PolyA inh = polyadenylation inhibitors in yeast reporter cells, primary screen, luminescence, S. cerevisiae. S. cerevisiae SKY197-pL101 polyadenylation reporter, beta-gal luminescence; efflux-impaired pdr1/pdr3 knockout yeast; score 100 = 6 SD above DMSO. calls only at 12 µM. 0.02% of 300,000 active. AID 1875, 2009;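 active = lowest replicate activity score at least 50, where 100 means six control SD above control mean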;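 also: yeast exposed to compound for 9 h at 30 °C; higher score means more reporter readthrough which indicates perturbed polyadenylation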
Numbers without * were called inactive; i = inactive; · = not tested or not shown.

SMILES	TRPC6 inhibitor	TRPC6 act	TRPC4 agonist	MrgX1 PAM	MrgX1 ag	HIF activator	TRPC4 inh	AI-2 QS modul	MrgX1 antag	TRPC4 PAM	PolyA inh
CCn1c(CC(=O)Nc2ccc(C)cc2)nnc1SCC(=O)NCCc1ccccc1	i	i	i	i	i	-0.4	i	21	-5.5*	i	i
CC(C)Oc1ccc(NC(=O)c2ccncc2)cc1	i	i	i	i	i	0.8	i	34	i	i	i
CCN(CC)S(=O)(=O)c1ccc(N2C(=O)Nc3ccccc3N2O)cc1	i	i	i	i	i	0.1	i	23	i	i	i
Cc1cc(C)c(C)c(S(=O)(=O)N2C(=S)NC(=O)C2C(C)C)c1C (stereo unspecified)	i	i	i	i	i	0.0	i	21	i	i	i
O=C(O)CC(CN1C(=O)c2ccccc2C1=O)c1ccccc1 (stereo unspecified)	i	i	i	i	i	0.1	i	27	i	i	i
O=C(CN1C(=O)COc2ccc(S(=O)(=O)N3CCCC3)cc21)NC1CCCCCCC1	i	i	i	i	i	-0.1	i	5	i	i	i
CCOC(=O)c1c(NC(=O)CCN2CCOCC2)sc(C)c1-c1ccccc1	i	i	i	i	i	0.0	i	8	i	i	i
CN1CCN(S(=O)(=O)c2cccc(C(=O)Nc3ccccc3N3CCOCC3)c2)CC1	i	i	i	i	i	-2.9	i	24	i	i	i
CN(C)C(CNc1ccc([N+](=O)[O-])cc1C#N)c1ccccc1 (stereo unspecified)	i	i	i	i	i	-0.2	i	19	i	i	i
Cc1cccc(CSCC(=O)NCc2ccc(S(N)(=O)=O)cc2)c1	i	i	i	i	i	-0.7	i	16	i	i	i
CC1=C(C#N)C(=O)NC(C)(C)C1	i	i	i	i	i	0.2	·	2	i	i	i
CCOc1ccc(N(C)C(=O)CCc2nnc3ccc(N4CCC5(CC4)OCCO5)nn23)cc1	i	i	i	i	i	0.0	i	22	i	i	i
CCCC1C2CN(C(C)=O)CC=C2C(C#N)=C(N)C1(C#N)C#N (stereo unspecified)	i	i	i	i	i	0.0	i	21	i	i	i
CN(C)CCNC(=O)C(=O)NCC1OCCN1S(=O)(=O)c1ccc2c(c1)OCCO2 (stereo unspecified)	i	i	i	i	i	-0.1	i	3	i	i	i
O=C(Cc1ccccc1)NCC(=O)N/N=C/c1cccnc1	i	i	i	i	i	-0.3	i	11	i	i	i
COc1ccc(OC)c(-c2cc(C(=O)Nc3c(C)nn(Cc4ccc(Cl)cc4)c3C)no2)c1	i	i	i	i	i	-0.6	i	8	i	i	i
CCN(CC)C(C)C(=O)NCC1(c2ccccc2)CCOCC1 (stereo unspecified)	i	i	i	i	i	-0.6	i	19	i	i	i
COc1cc(C(=O)N2C(=O)c3cccc(N)c3C2=O)cc(OC)c1OC	i	i	i	i	i	-0.8	i	17	i	i	i
CCN(CC)CCCN1C(=O)C(O)=C(C(=O)c2cc3cccc(OC)c3o2)C1c1ccncc1 (stereo unspecified)	i	i	i	i	i	-0.2	i	14	i	i	i
CCOC(=O)c1cnc(-c2ccccc2)nc1N(C)C	i	i	i	i	i	1.7	i	30	i	i	i
CC1(C)c2ccccc2N2CC(=O)N[C@@]21/C=C/C=C/c1ccccc1	i	i	i	i	i	-0.7	i	11	i	i	i
O=C(N/N=C/c1cc([N+](=O)[O-])ccc1O)c1ccc(COc2ccc3c(c2)CCC3)o1	i	i	i	i	i	0.8	i	31	i	i	i
O=C(NCCNC(=O)c1ccco1)c1cccc(F)c1	i	i	i	i	i	-0.4	i	29	i	i	i
COc1cc(/C=N/NS(=O)(=O)c2ccc3ccccc3c2)ccc1OCCN1CCOCC1	i	i	i	i	i	-0.2	i	20	i	i	i
CCN(c1ccc(OC)cc1)S(=O)(=O)c1ccc2c(c1)CC(C)N2C(=O)C1CC1 (stereo unspecified)	i	i	i	i	i	-0.4	i	25	i	i	i
CCOC(=O)C1CCN(C(=O)Cc2c(C(=O)O)n(C)c3ccccc23)CC1	i	i	i	i	i	-2.6	i	7	i	i	i
O=C(N/N=C\c1ccoc1)c1ccco1	i	i	i	i	i	0.4	i	11	i	i	i
Cc1c(C(=O)NCc2n[nH]c(=S)n2-c2ccc(F)cc2)cccc1[N+](=O)[O-]	i	i	i	i	i	-0.2	i	20	i	i	i
CCC(C)C(=O)Nc1c2c(nc3c1CCC3)CCCC2 (stereo unspecified)	i	i	i	i	i	1.2	i	8	i	i	i
COc1ccc(C(=O)NCCS(=O)(=O)N2CCc3ccccc3C2)cc1	i	i	i	i	i	-0.2	i	0	i	i	i
O=C(NC(=S)Nc1ccccc1[N+](=O)[O-])c1cncc(Br)c1	i	i	i	i	i	1.7	i	13	i	i	i
CNC(=S)N(CCc1cccc(C)c1)Cc1cc2cc(OC)c(OC)cc2[nH]c1=O	i	i	i	i	i	-0.1	i	7	i	i	i
CCOC(=O)c1cnc2c(c(C)nn2C)c1Oc1cc(Cl)cc(Cl)c1	i	i	i	i	i	-0.4	i	6	i	i	i
Cc1cccn2c(NC(=O)c3ccccc3F)c(-c3ccccc3)nc12	i	i	i	i	i	-2.4	i	17	i	i	i
CCOC(=O)C1=C(CC)OC(N)=C(C#N)C1c1ccc(OC)c(C)c1OC (stereo unspecified)	i	i	i	i	i	0.1	i	45	i	i	i
c1csc(-c2noc(COc3ccc4c(c3)CCCC4)n2)c1	i	i	i	i	i	-0.2	i	19	i	i	i
COc1ccc(C(=O)O)cc1N1C(=O)Nc2ccccc2N1O	i	i	i	i	i	0.2	i	4	i	i	i
Cc1ccc(-n2cccn2)cc1	i	i	i	i	i	-0.5	i	14	i	i	i
CCOC(=O)c1ccc(NC(=O)Oc2ccccc2)cc1	i	i	i	i	i	1.4	i	25	i	i	i
N#C/C(=C\c1cccs1)Sc1nc2ccccc2s1	i	i	i	i	i	0.6	i	-11	-5.3*	i	i
Cc1ccc(Sc2ncccc2/C=N/O)cc1	i	i	i	i	i	1.2	i	-35	i	i	i
COc1ccc(-c2nc[nH]c2[N+](=O)[O-])cc1	i	i	i	i	i	-0.3	i	19	i	i	i
CCCCCCCCCCC(=O)Nc1cccnc1	i	i	i	i	i	-0.2	i	10	i	i	i
CC1=C(C(=O)NCc2ccccc2)C(c2cccs2)NC(=S)N1 (stereo unspecified)	i	i	i	i	i	0.0	i	15	i	i	i
CCCCN(C(=O)COC(=O)COc1c(C)cc(C)cc1C)c1c(N)n(CCC)c(=O)[nH]c1=O	i	i	i	i	i	-1.0	i	17	-8.2*	i	i

Gathered by group, the compounds so far containing an aryl thioether with sulfur outside any ring
SMILES	TRPC6 inhibitor	TRPC6 act	TRPC4 agonist	MrgX1 PAM	MrgX1 ag	HIF activator	TRPC4 inh	AI-2 QS modul	MrgX1 antag	TRPC4 PAM	PolyA inh
CCn1c(CC(=O)Nc2ccc(C)cc2)nnc1SCC(=O)NCCc1ccccc1	i	i	i	i	i	-0.4	i	21	-5.5*	i	i
N#C/C(=C\c1cccs1)Sc1nc2ccccc2s1	i	i	i	i	i	0.6	i	-11	-5.3*	i	i
Cc1ccc(Sc2ncccc2/C=N/O)cc1	i	i	i	i	i	1.2	i	-35	i	i	i

Further compounds follow:
SMILES	TRPC6 inhibitor	TRPC6 act	TRPC4 agonist	MrgX1 PAM	MrgX1 ag	HIF activator	TRPC4 inh	AI-2 QS modul	MrgX1 antag	TRPC4 PAM	PolyA inh
c1cncc(-c2nnc(SCc3cccc4ccccc34)o2)c1	i	i	i	i	i	-0.3	i	-96*	i	i	i
Cc1c(CC(=O)N[C@@H](C)C(=O)O)c(=O)oc2cc3occ(-c4ccccc4)c3cc12	i	i	i	i	i	0.3	i	13	i	i	i
COc1ccc(NC(=O)C2CC(=O)NC3=C2C(=O)CC(C)(C)C3)cc1 (stereo unspecified)	i	i	i	i	i	0.4	i	9	i	i	i
CN(CCC#N)C(=O)CSc1ncnc2sc(-c3ccccc3)cc12	i	i	i	i	i	2.2	i	7	i	i	i
Cc1cc(NC(=O)c2ccccc2Cl)ccc1NC(=O)c1ccccc1Cl	i	i	i	i	i	-0.5	i	27	i	i	i
COc1cccc(COc2ccc(N(C)S(=O)(=O)c3ccccc3)cc2)c1	i	i	i	i	i	-0.2	i	8	i	i	i
CCc1noc(C)c1C(=O)NCCc1ccc(F)cc1	i	i	i	i	i	-0.3	i	9	i	i	i
CC1Cc2ccccc2N1CC(=O)Nc1ccc2c(c1)OCO2 (stereo unspecified)	i	i	i	i	i	-0.4	i	17	i	i	i
Cc1ccc(NS(=O)(=O)c2cc(C(=O)O)ccc2Cl)cc1	i	i	i	i	i	0.1	i	19	i	i	i
COc1cccc(NC(=O)C2CCCN2C(=O)Nc2cccc(F)c2)c1 (stereo unspecified)	i	i	i	i	i	0.1	i	1	-4.9*	i	i
CC(=O)Nc1nc2nc(-c3ccccc3)cc(-c3ccccc3)n2n1	i	i	i	i	i	1.2	i	4	i	i	i
CC(Sc1nc2ccccc2s1)C(=O)Nc1nnc(C(C)C)s1 (stereo unspecified)	i	i	i	i	i	0.2	i	3	i	i	i
O=C(Cn1nc(C(=O)O)c2ccccc2c1=O)Nc1cc(Cl)cc(Cl)c1	i	i	i	i	i	-0.1	i	·	i	i	i
CC1Nc2ncnc(N3CCN(c4ccccc4)CC3)c2N(Cc2ccc(Br)cc2)C1=O (stereo unspecified)	i	i	i	i	i	0.5	i	17	i	i	i
O=C(Oc1cccc(NC(=O)c2ccco2)c1)c1cccc(S(=O)(=O)N2CCCC2)c1	i	i	i	i	i	0.3	i	9	i	i	i

These rows are one share of the data (hit frequency here may not be typical).
